Assay outcomes deposited in PubChem BioAssay by National Center for Advancing Translational Sciences (NCATS).
RXFP1 agonist: qHTS Assay for Agonists of the Relaxin Receptor RXFP1; Relaxin receptor 1 (Homo sapiens), Q9HBX9; HEK293T-RXFP1 cAMP TR-FRET, 30 min; response scale: percent of porcine relaxin response, buffer zero; Potency, µM (doses to about 57.5 µM), inactives show at the highest dose activation, actives largely listed as activators; 370,000 compounds, 0.3% hits; AID 2676, 2010; note: % is set by controls: 0 for no effect and ±100 for the full control effect; nearly all actives have a fitted effect of over 60% in size; many of its hits are not listed in these tables
Target sequence (Q9HBX9 whole entry, looked up): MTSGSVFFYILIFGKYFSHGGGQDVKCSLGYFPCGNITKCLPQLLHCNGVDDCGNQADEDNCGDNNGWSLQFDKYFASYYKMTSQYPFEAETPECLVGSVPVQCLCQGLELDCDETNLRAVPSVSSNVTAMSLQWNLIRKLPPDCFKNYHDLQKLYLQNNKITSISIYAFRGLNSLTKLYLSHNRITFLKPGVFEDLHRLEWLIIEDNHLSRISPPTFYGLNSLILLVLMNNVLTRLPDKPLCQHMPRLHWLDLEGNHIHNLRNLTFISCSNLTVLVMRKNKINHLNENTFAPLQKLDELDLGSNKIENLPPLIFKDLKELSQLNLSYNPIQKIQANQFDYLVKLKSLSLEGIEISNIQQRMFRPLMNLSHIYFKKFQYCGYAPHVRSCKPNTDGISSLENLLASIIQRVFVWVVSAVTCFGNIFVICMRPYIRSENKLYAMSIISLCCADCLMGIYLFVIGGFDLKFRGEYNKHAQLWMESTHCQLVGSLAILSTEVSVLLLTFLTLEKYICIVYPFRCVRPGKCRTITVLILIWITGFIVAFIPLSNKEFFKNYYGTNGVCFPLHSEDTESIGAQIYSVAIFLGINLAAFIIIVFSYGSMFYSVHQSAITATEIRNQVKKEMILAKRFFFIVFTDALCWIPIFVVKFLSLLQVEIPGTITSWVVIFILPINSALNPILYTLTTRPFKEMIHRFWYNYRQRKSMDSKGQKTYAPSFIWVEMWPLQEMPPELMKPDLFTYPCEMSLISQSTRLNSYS
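HEK293 cells stably expressing RXFP1, treated 30 min at 37C with compounds plus PDE4 inhibitor Ro 20174; cAMP measured by HTRF TR-FRET. Normalized to buffer and 29 nM porcine relaxin; EC50 by Hill fit.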
TrxR1 inh: qHTS Assay for Inhibitors of Mammalian Selenoprotein Thioredoxin Reductase 1 (TrxR1): qHTS. Thioredoxin reductase 1, cytoplasmic (Rattus norvegicus), O89049. recombinant rTrxR1, NADPH fluorescence consumption, selenite substrate. Potency, µM (series often up to 114 µM), for the others: top-dose activity change, negative = inhibition, actives largely listed as inhibitors. 390,000 compounds, 1% hits. AID 588453, 2011; note: % is set by controls: 0 for no effect and ±100 for the full control effect; nearly all actives have a fitted effect of over 65% in size
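Rat TrxR1 (90 nM in the dispensed reagent) was pre-reduced with 400 uM NADPH for 5 min at room temperature, then incubated with compound for 15 min. After 400 uM selenite was added, NADPH fluorescence (Ex 340/Em 450 nm) was followed for 8 min.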
RGS4 inh: Inhibitors of Regulator of G Protein Signaling (RGS) 4: qHTS. Transcreener GDP fluorescence polarization, RGS4-accelerated GTP hydrolysis. Potency, µM (doses to about 114 µM), for the others: at the top dose activity change, negative = inhibition, actives largely listed as inhibitors. Regulator of G-protein signaling 4 (Homo sapiens), P49798. 390,000 compounds, 0.039% hits; note: % is set by controls: 0 for no effect and ±100 for the full control effect; nearly all actives have a fitted effect of over 75% in size; some results filed as inactive show a strong effect at the top dose
Target sequence (P49798 whole entry, looked up): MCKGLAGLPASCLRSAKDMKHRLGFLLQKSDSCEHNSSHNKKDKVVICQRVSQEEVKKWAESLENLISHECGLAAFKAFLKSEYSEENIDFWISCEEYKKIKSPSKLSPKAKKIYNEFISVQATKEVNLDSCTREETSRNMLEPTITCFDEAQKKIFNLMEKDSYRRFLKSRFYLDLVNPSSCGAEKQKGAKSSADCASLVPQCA
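MLSMR compounds (23 nl, pin-transferred) preincubated 10 min at room temperature with a 500nM (2x) first reagent, then RGS4 at 900nM (2x) plus Transcreener GDP mix added; fluorescence polarization (620/688 nm) read before and after 90 min at 30 °C.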
mIDH1 inhibitor: qHTS for Inhibitors of mutant isocitrate dehydrogenase 1 (IDH1): qHTS; Potency, µM (top dose mostly 76.6 µM), without a hit: at the highest dose activity change, negative = inhibition, actives largely listed as inhibitors; AID 602179, 2012; 390,000 compounds, 0.093% hits; Isocitrate dehydrogenase [NADP] cytoplasmic (Homo sapiens), O75874; IDH1-R132H enzyme, NADPH consumption, diaphorase/resazurin fluorescence; note: % is set by controls: 0 for no effect and ±100 for the full control effect; nearly all actives have a fitted effect of over 65% in size
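IDH1-R132H (0.5 ug/mL dispensed) in pH 7.5 Tris buffer was preincubated 30 min with compound, then given a substrate mix of 0.016 mM NADPH and 2 mM alpha-KG for 80 min at room temperature; remaining NADPH was read by diaphorase/resazurin fluorescence.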
ALOX12 inh: Primary qHTS assay for inhibitors of human arachidonate 12S-lipoxygenase (ALOX12): Round 2 | Potency, µM (top dose mostly 108 µM), for inactives: at the highest dose activity change, negative = inhibition, actives largely listed as inhibitors | purified 12hLO, xylenol orange hydroperoxide absorbance | 580,000 compounds, 1.1% hits | Polyunsaturated fatty acid lipoxygenase ALOX12 (Homo sapiens), P18054; note: % is set by controls: 0 for no effect and ±100 for the full control effect
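Purified human 12hLO at 150 nM in 25 mM Hepes, 0.01% Triton X-100, pH 7.0, preincubated 15 min at room temperature with compound. Reaction started with 40 uM arachidonic acid, 30 min at room temperature. Hydroperoxide measured by Fe-xylenol orange, 573/405 nm absorbance ratio.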
TrxR1 substrate: qHTS Assay for Substrates of Mammalian Selenoprotein Thioredoxin Reductase 1 (TrxR1): qHTS | Potency, µM (titrated, usually from 114 µM), for the others: at the top dose activity change, negative = substrate turnover | purified TrxR1 substrate turnover, NADPH consumption readout | AID 588456, 2011 | Thioredoxin reductase 1, cytoplasmic (Rattus norvegicus), O89049 | 390,000 compounds, 0.01% hits; note: % is set by controls: 0 for no effect and ±100 for the full control effect; nearly all actives have a fitted effect of over 50% in size
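Rat TrxR1, dispensed at 90 nM, was prereduced with 400 uM NADPH (final) for 5 min at ~22 deg C, then incubated with compound 15 min before 400 uM selenite. A first-read NADPH fluorescence drop versus no-compound background flagged substrates.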
USP1 inh: Inhibitors of USP1/UAF1: Primary Screen | Ubiquitin carboxyl-terminal hydrolase 1 (Homo sapiens), O94782 | recombinant USP1/UAF1, Ub-Rhodamine cleavage fluorescence | Potency, µM (highest dose often 57.1 µM), inactives show at the top dose activity change, negative = inhibition, most hits filed as inhibitors | 390,000 compounds, 0.23% hits; note: % is set by controls: 0 for no effect and ±100 for the full control effect; nearly all actives have a fitted effect of over 60% in size; inactives centre near -12
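Step one: compound is pinned into 1nM USP1/UAF1 in HEPES pH 7.8 buffer with TCEP. Step two: 15 min room-temperature incubation. Step three: Ub-Rho (150nM final) starts cleavage, tracked by fluorescence over six one-minute reads.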
Vif-A3F inh: qHTS for Inhibitors of Vif-A3F Interactions: qHTS; Potency, µM (titrated, usually from 46.1 µM), without a hit: at the top dose activity, negative = active; HeLa A3F-eYFP + Vif (tagged APOBEC3F with the HIV-1 protein that degrades it), YFP fluorescence increase; 390,000 compounds, 0.2% hits; note: % of control where 0% means no effect; nearly all actives have a fitted effect of over 65% in size
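HeLa cells stably expressing A3F-eYFP plus Vif, plated and incubated overnight at 37 deg C, then exposed to compounds overnight at 37 deg C. Blocked degradation read as raised yellow fluorescence (Ex 488/Em 500-530).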
Vif-A3G inh: qHTS for Inhibitors of Vif-A3G Interactions: qHTS; HeLa A3G-eYFP + Vif (tagged APOBEC3G with the HIV-1 protein that degrades it), YFP fluorescence, overnight; DNA dC->dU-editing enzyme APOBEC-3G (Homo sapiens), Q9HC16; 410,000 compounds, 0.076% hits; Potency, µM (top dose mostly 46.1 µM), for inactives: at the highest dose activity, negative = active, most hits filed as inhibitors;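 note: % is set by controls: 0 for no effect and ±100 for the full control effect; nearly all actives have a fitted effect of over 60% in size; hits raise eYFP signal because A3G escapes Vif-driven loss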
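Read-out is eYFP fluorescence (Ex 488/Em 500-530) from Vif-expressing HeLa A3G-eYFP cells; more signal means A3G escaped Vif-mediated degradation. Cells plated overnight, compound pinned in, incubated overnight at 37 deg C.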
* marks the source's active call; other numbers are inactive results; ? = inconclusive; . = not tested or not shown; & = joins results of further samples; [ ] = remark or other dose. Calls come from the whole dose curve; as a rule, active = well fitted curve in the direction sought with a large enough effect; inconclusive = small, poorly fitted or top-dose-only effect, or another doubt; inactive = no such curve, though single readings can be large; an effect the other way counts as inactive or inconclusive. Potency is the fitted concentration of half-maximal effect.

nr | molecule | RXFP1 agonist | TrxR1 inh | RGS4 inh | mIDH1 inhibitor | ALOX12 inh
1 | CCn1c(SCC(=O)N/N=C/C=C\c2ccccc2[N+](=O)[O-])nc2ccccc21 | 4.2% | -2%[57.1 µM] | -25% | -3% | 5%
2 | COc1cccc(CCNc2ccc(N3C(=O)CC(C)C3=O)cc2[N+](=O)[O-])c1 (stereo not given) | -0.6% | 26% | -2% | 9% | 0%
3 | CCN(c1ccc(C)cc1C)S(=O)(=O)c1nnc(NC(=O)c2ccccc2OC)s1 | ? | 4% | -8% | 0% | 0%
4 | Cc1ccc(N2C(=O)Nc3ccccc3C2(O)C(=O)NCCCOC(C)C)cc1C (stereo not given) | 0.0% | -2% | -8% | -9% | 119%[activator]
5 | Cc1nn(C(C)(C)C)c(OC(=O)CC(C)C)c1S(=O)(=O)c1ccccc1 | 4.8% | 16% | 20% | 4% | 8%
6 | Cc1ccc(S(=O)(=O)N2C(=O)CCC2C(=O)N2CCN(C)CC2)cc1 (stereo not given) | 2.5% | 14% | 2% | 1% | 12%
7 | COc1c(C)cc(C(=O)C2CCCN(C(=O)C3=C(C)OCCO3)C2)cc1C (stereo not given) | -5.0% | 32% | -6% | 2% | -8%
8 | COc1ccc(N=C2C(=O)Nc3ccc(C)c(Br)c32)cc1 | -0.8% | 5% | -8% | -7% | -30%
9 | Cc1cc(C)n(CCSCC(=O)O)n1 | 2.0% | 28%[57.1 µM] | 3% | 5% | -22%[57.4 µM]
10 | O=C1NC(=O)C(c2ccccc2)(c2ccc(Cl)cc2Cl)N1 (stereo not given) | . | 11% | -11% | 9% | ?
11 | Cc1cc(=O)oc2cc(OCC(=O)Nc3ccc4[nH]c(=O)[nH]c4c3)ccc12 | -1.6% | -11% | -46% | 2% | 1%
12 | CC(=O)c1ccc(NC(=O)CN(C)S(=O)(=O)c2cnc[nH]2)cc1 | 0.2% | 14% | 3% | 0% | -10%
13 | Cc1nc(N2CCC(C)CC2)c2c(C)c(C(=O)Nc3ccc4c(c3)OCCO4)sc2n1 | 0.6% | 7% | 0% | 1% | 1%
14 | Cc1ccc(N(Cc2ccccc2)C(=O)c2ccc(F)c(S(=O)(=O)N3CCOCC3)c2)cc1 | 1.7% | 29% | -12% | 6% | -4%
15 | CCc1ccc(-c2ccc(C(=O)O)c(C)n2)cc1 | 2.1% | 7%[57.1 µM] | -11% | 3% | 2%

nr | TrxR1 substrate | USP1 inh | Vif-A3F inh | Vif-A3G inh
1 | 2%[57.1 µM] | -13% | 0% | -13%
2 | 4% | -6% | 8% | 0%
3 | -7% | -8% | 6% | 2%
4 | 3%[57.1 µM] | -12% | -4% | 0%
5 | -7% | ? | 8% | 2%
6 | 2%[57.1 µM] | -4% | -1% | 3%
7 | 9% | -18% | -22% | 0%
8 | -8% | -14% | -5% | 1%
9 | 15% | ? | -7% | -2%
10 | 2% | -5% | 0% | -2%
11 | -1% | -14% | -1% | 0%
12 | -2% | 1% | -1% | 1%
13 | -2% | ? | -12% | 1%
14 | 3% | -6% | 1% | 0%
15 | -21%[57.1 µM] | -17% | -10% | -3%

Next entries:
nr | molecule | RXFP1 agonist | TrxR1 inh | RGS4 inh | mIDH1 inhibitor | ALOX12 inh
16 | Cc1ccc(N(CC(=O)Nc2c(C)n(C)n(-c3ccccc3)c2=O)S(C)(=O)=O)cc1C | -1.5% | 15%[57.1 µM] | -14% | -1% | 7%
17 | CC(=O)Nc1cccc(C(=O)Nc2cccnc2)c1 | 0.1% | 31%[57.1 µM] | -26% | 8% | ?
18 | CCNC(=O)CC1C(=O)N(CC)C(=S)N1NC(=O)c1ccccc1 (stereo not given) | -2.3% | 15% | 13% | -7% | 110%[activator]
19 | O=C(CCN1C(=O)C2C3CCC(C3)C2C1=O)Nc1ccc([N+](=O)[O-])cc1 (stereo not given) | -1.4% | 8%[57.1 µM] | -2% | 22% | -6%
20 | CCOC(=O)CNC(=O)C(NC(=O)C1CCC(C)CC1)C(C)CC (stereo not given) | 1.7% | -2% | 16%[56.9 µM] | 17% | 0%
21 | O=C1CC(N2CCCCC2)C(=O)N1c1ccccc1 (stereo not given) | -0.1% | ? | -23% | 1% | -19%
22 | COc1cc(OC)cc(C(=O)N[C@H](C(=O)Nc2cc(C)cc(C)c2)C(C)C)c1 | -1.7% | 29%[57.1 µM] | -9% | -6% | 10%
23 | CCOc1ccccc1NC(=O)CN1Cc2ccccc2C1=O | 0.5% | 13% | 8% | 0% | 0%
24 | COc1ccc(-c2nc(N)nc(C)c2Oc2ccccc2Br)c(O)c1 | 2.0% | 8%[57.1 µM] | 19% | -12% | 0%
25 | CC(C)Cn1c(C(C)NC(=O)Cc2ccccc2)nc2ccccc21 (stereo not given) | 1.5% | 5%[57.1 µM] | -20% | 0% | 22%
26 | CN(C)S(=O)(=O)c1cccc(C(=O)Nc2cc(Cl)cc(Cl)c2)c1 | -0.5% | 12% | -4% | 4% | ?
27 | NC(=O)CSc1n[nH]c(=O)n1CCc1ccccc1 | 2.0% | 21% | 0% | 0% | .
28 | Clc1ccccc1CSc1nnc(-c2ccccn2)n1Cc1ccco1 | 0.6% | ? | -38% | 5% | 0%
29 | CCc1nonc1NC(=O)c1oc2ccc(F)cc2c1C | 16%&24% | 29%&15% | -12%&10% | -5% | -7%&-29%
30 | CC#CCN1c2ccccc2[C@]23C[C@@H](C(=O)OC)N(C(=O)C4CCC4)C2=NC(C(=O)OC)=C(C(=O)OC)[C@H]13 | 0.9% | -20% | 1% | -8%[38.3 µM] | ?

nr | TrxR1 substrate | USP1 inh | Vif-A3F inh | Vif-A3G inh
16 | -3%[57.1 µM] | -16% | 0% | 0%
17 | 1%[57.1 µM] | -14% | 1% | -4%
18 | 5% | -18% | 0% | -2%
19 | 1%[57.1 µM] | -3% | 5% | 0%
20 | -2% | 3% | -8% | 2%
21 | -5% | 0% | 6% | 0%
22 | 7%[57.1 µM] | -19% | 4% | -1%
23 | -2% | -8% | 1% | 5%
24 | -2%[57.1 µM] | -20% | -9% | ?
25 | 14%[57.1 µM] | -10% | 1% | -2%
26 | -7% | -11% | 2% | 2%
27 | 3% | -26% | -5% | 0%
28 | -13% | -21% | 2% | 1%
29 | 3%&5% | ? | -2% | 1%
30 | -20% | -29% | 6% | 1%

Molecules shown so far with a furan ring, fused or not:
nr | molecule | RXFP1 agonist | TrxR1 inh | RGS4 inh | mIDH1 inhibitor | ALOX12 inh
28 | Clc1ccccc1CSc1nnc(-c2ccccn2)n1Cc1ccco1 | 0.6% | ? | -38% | 5% | 0%
29 | CCc1nonc1NC(=O)c1oc2ccc(F)cc2c1C | 16%&24% | 29%&15% | -12%&10% | -5% | -7%&-29%

nr | TrxR1 substrate | USP1 inh | Vif-A3F inh | Vif-A3G inh
28 | -13% | -21% | 2% | 1%
29 | 3%&5% | ? | -2% | 1%

Continuation.
nr | molecule | RXFP1 agonist | TrxR1 inh | RGS4 inh | mIDH1 inhibitor | ALOX12 inh
31 | COc1cccc(CCC(=O)Nc2cccc(S(=O)(=O)N3CCCC3)c2)c1OC | 0.8% | 16% | 22% | -5% | 0%
32 | COc1ccccc1N1CCN(C(=O)c2cc3c(=O)oc4ccc(C)cc4c3s2)CC1 | -0.9% | 8% | 21% | 27% | -16%
33 | CCOC(=O)[C@H]1[C@H]2COc3ccccc3[C@@H]2N2C(=O)c3cc(OC)c(OC)cc3NC(=O)[C@@]12C | 0.5% | 10%[57.1 µM] | -1% | 4% | ?
34 | COc1ccc(C)cc1NC(=O)Nn1cnnc1 | -1.0% | -15% | 4% | -3% | -6%
35 | O=C(Cn1nc(-c2ccccc2F)ccc1=O)Nc1ccc(S(=O)(=O)N2CCCCCC2)cc1 | 1.0% | -8% | -43% | -1% | 0%

nr | TrxR1 substrate | USP1 inh | Vif-A3F inh | Vif-A3G inh
31 | -6% | -6% | -8% | 3%
32 | -2% | -10% | 5% | 3%
33 | -1%[57.1 µM] | -26% | 4% | -9%
34 | -12% | 2% | -8% | -2%
35 | -9% | -9% | 5% | 0%

Not all compounds are listed, so the mix of outcomes need not match the whole.
